Screening data deposited in PubChem by National Center for Advancing Translational Sciences (NCATS).
Vif-APOBEC3F blk = blocks the Vif interaction with APOBEC3F | Potency, µM (titrated, usually from 46.1 µM), without a hit: at the top dose activity, negative = active | HeLa A3F-eYFP + Vif (tagged APOBEC3F with the HIV-1 protein that degrades it), YFP fluorescence increase | 390,000 tested, 0.2% active; also: potency is read from the fitted curve at half-maximal effect; % of control where 0% means no effect; nearly all actives have a fitted effect of over 65% in size
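HeLa cells stably expressing A3F-eYFP plus Vif, plated and incubated overnight at 37 deg C, then exposed to compounds overnight at 37 deg C. Blocked degradation read as raised yellow fluorescence (Ex 488/Em 500-530).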
Glioma ERSR ind = inducers of ER stress response in human glioma cells; Potency, µM, without a hit: at the top dose activation, hits mostly activators; 420,000 tested, 0.02% active; U87-MG GRP78 promoter luciferase reporter, 16 h; also: potency is read from the fitted curve at half-maximal effect; series mostly up to about 76 µM; % of control where 0% means no effect; nearly all actives have a fitted effect of over 35% in size
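ERSR induction read as luciferase luminescence (Bright-Glo, 10 min at room temperature) in stably transfected human U87-MG glioma cells exposed to compounds for 16 h, using GRP78 as sensor.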
Vif-APOBEC3G blk = inhibitors of Vif-APOBEC3G interaction; Q9HC16; HeLa A3G-eYFP + Vif (tagged APOBEC3G with the HIV-1 protein that degrades it), YFP fluorescence, overnight; Potency, µM (titrated, usually from 46.1 µM), for the others: top-dose activity, negative = active, hits mostly inhibitors; 410,000 tested, 0.076% active; AID 602310;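 also: potency is read from the fitted curve at half-maximal effect; % is scaled to controls: 0 for no effect and ±100 for the full control effect; nearly all actives have a fitted effect of over 60% in size; hits raise eYFP signal because A3G escapes Vif-driven loss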
Target sequence (Q9HC16 whole entry, looked up): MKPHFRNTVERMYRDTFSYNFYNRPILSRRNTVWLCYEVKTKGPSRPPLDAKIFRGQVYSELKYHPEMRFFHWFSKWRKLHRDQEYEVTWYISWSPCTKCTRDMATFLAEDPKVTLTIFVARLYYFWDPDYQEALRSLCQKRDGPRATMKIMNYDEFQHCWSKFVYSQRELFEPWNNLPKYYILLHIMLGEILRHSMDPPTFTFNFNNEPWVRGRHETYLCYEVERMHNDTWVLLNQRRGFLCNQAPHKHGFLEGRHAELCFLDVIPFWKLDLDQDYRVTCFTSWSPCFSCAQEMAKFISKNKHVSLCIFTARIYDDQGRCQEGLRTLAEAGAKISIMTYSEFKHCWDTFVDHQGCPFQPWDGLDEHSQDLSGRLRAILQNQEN
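HeLa cells stably expressing Vif and C-terminally eYFP-tagged A3G, seeded overnight at 37 deg C, then exposed to compound by pintool overnight at 37 deg C. Rise in yellow fluorescence (Ex 488/Em 500-530, Acumen) marks blocked Vif-driven A3G degradation.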
LDHA block = LDHA (human) enzyme inhibition; activity change, % (values are at about 110 or 230 µM); P00338; purified LDHA, NADH/diaphorase-resazurin fluorescence; hits give low values; AID 1347041; 480,000 tested, 0.15% active; in the data active = activity change below about -30%; inconclusive = mostly about -25% to -30%;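 also: plate controls were DMSO wells for no effect and wells without enzyme for full effect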
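LDH5 2 nM; NADH 0.06 mM, pyruvate 0.2 mM; 200 mM Tris pH 7.4, EDTA, Tween-20; 5 min RT. Detection: diaphorase 0.133 mg/mL + resazurin 37 µM, fluorescence ex540/em590 at 0 and 20 min; normalized to enzyme-free and DMSO wells.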
mIDH1 inhibitor = inhibitors of human mutant IDH1 R132H | O75874 | IDH1-R132H enzyme, NADPH consumption, diaphorase/resazurin fluorescence | Potency, µM (titrated, usually from 76.6 µM), for inactives: top-dose activity change, negative = inhibition, usual class: inhibitors | 390,000 tested, 0.093% active; also: potency is read from the fitted curve at half-maximal effect; % is scaled to controls: 0 for no effect and ±100 for the full control effect; nearly all actives have a fitted effect of over 65% in size
Target sequence (O75874 whole entry R132H, stated change not applied): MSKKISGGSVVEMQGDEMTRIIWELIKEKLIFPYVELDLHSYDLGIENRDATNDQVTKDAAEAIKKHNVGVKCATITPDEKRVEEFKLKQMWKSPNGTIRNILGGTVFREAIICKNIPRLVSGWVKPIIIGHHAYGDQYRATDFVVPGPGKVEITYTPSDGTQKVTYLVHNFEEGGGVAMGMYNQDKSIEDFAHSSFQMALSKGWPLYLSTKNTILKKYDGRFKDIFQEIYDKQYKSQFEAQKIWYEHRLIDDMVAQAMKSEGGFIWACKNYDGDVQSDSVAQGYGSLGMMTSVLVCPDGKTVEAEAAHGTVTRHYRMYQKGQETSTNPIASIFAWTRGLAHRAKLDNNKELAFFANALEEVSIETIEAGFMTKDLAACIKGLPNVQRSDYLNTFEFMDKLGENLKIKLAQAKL
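IDH1-R132H (0.5 ug/mL dispensed) in pH 7.5 Tris buffer was preincubated 30 min with compound, then given a substrate mix of 0.016 mM NADPH and 2 mM alpha-KG for 80 min at room temperature; remaining NADPH was read by diaphorase/resazurin fluorescence.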
RXFP1 ag = agonists of human relaxin receptor RXFP1. Q9HBX9. HEK293T-RXFP1 cAMP TR-FRET, 30 min; response scale: percent of porcine relaxin response, buffer zero. Potency, µM (top dose mostly 57.5 µM), inactives show at the highest dose activation, usual class: activators. 370,000 tested, 0.3% active; also: potency is read from the fitted curve at half-maximal effect; % is scaled to controls: 0 for no effect and ±100 for the full control effect; nearly all actives have a fitted effect of over 60% in size; many of its hits are not listed in these tables
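HEK293T cells stably expressing RXFP1 were pretreated with the PDE4 inhibitor Ro 20174, exposed to compounds for 30 min at 37C, lysed, and cAMP was read by TR-FRET. Data normalized to buffer (basal) and 29 nM porcine relaxin (100%).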
PI4K2A inh = inhibitors of human PI4K2A. Q9BTU6. purified PI4K2A, ADP-Glo luminescence, 1 h; hits give low values. activity change, negative = inhibition, % at 76.9 µM. 420,000 tested, 0.13% active; in the data active = activity change below about -50%; inconclusive = mostly about -30% to -49%;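 also: -100% = wells without enzyme as full effect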
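In this quantitative HTS, ADP production by PI4K2A was quantified luminescently after 1 h at ambient temperature; 100 microM adenosine served as plate-quality control.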
TrxR1 substrate = is turned over as a substrate by rat TrxR1. purified TrxR1 substrate turnover, NADPH consumption readout. 390,000 tested, 0.01% active. AID 588456. O89049. Potency, µM (titrated, usually from 114 µM), inactives show at the top dose activity change, negative = substrate turnover; also: potency is read from the fitted curve at half-maximal effect; % is scaled to controls: 0 for no effect and ±100 for the full control effect; nearly all actives have a fitted effect of over 50% in size
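Rat TrxR1, dispensed at 90 nM, was prereduced with 400 uM NADPH (final) for 5 min at ~22 deg C, then incubated with compound 15 min before 400 uM selenite. A first-read NADPH fluorescence drop versus no-compound background flagged substrates.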
USP1 inh = inhibitors of human USP1/UAF1 deubiquitinase; 390,000 tested, 0.23% active; Potency, µM (highest dose often 57.1 µM), without a hit: top-dose activity change, negative = inhibition, usual class: inhibitors; recombinant USP1/UAF1, Ub-Rhodamine cleavage fluorescence; O94782; AID 743255; also: potency is read from the fitted curve at half-maximal effect; % is scaled to controls: 0 for no effect and ±100 for the full control effect; nearly all actives have a fitted effect of over 60% in size; inactives centre near -12
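USP1/UAF1 complex (1 nM) preincubated 15 min at room temperature with compound, then Ub-Rho substrate (150 nM final) added. Kinetic fluorescence at 480/540 nm over 6 reads at 60 s intervals; 50 mM HEPES pH 7.8, 0.5 mM EDTA, 0.1 mg/ml BSA, 1 mM TCEP, 0.01% Tween-20.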
Numbers without * were called inactive; ? = inconclusive; / = not tested or not shown; [ ] = another dose, or the depositor's remark. Unless noted, calls follow the shape of the dose curve; as a rule, active = well fitted curve in the direction sought with a large enough effect; inconclusive = small, poorly fitted or top-dose-only effect, or another doubt; inactive = no such curve, though single readings can be large; an effect the other way counts as inactive or inconclusive.

SMILES	Vif-APOBEC3F blk	Glioma ERSR ind	Vif-APOBEC3G blk	LDHA block	mIDH1 inhibitor	RXFP1 ag	PI4K2A inh	TrxR1 substrate	USP1 inh
COCCc1ccc(OC2(C)CCN(Cc3ccc(OC)c4ccccc34)C2)cc1 (centres undefined)	/	-3%	3%	-1	/	/	4	/	/
CC(C)c1ccc(NC(=O)COc2ccc(C3SCCS3)cc2)cc1	0%	-3%	4%	-4	3%	5.2%	-3	-22%[57.1 µM]	-15%
CSCCC(NS(=O)(=O)c1ccc(Cl)cc1)C(=O)N1CCN(c2ccccc2)CC1 (centres undefined)	2%	-4%	1%	1	3%	/	0	-4%	-16%
CCOC(=O)C1(C(=O)OCC)CC1c1ccccc1 (centres undefined)	-16%	-3%	1%	-7	5%	2.3%	13	10%[57.1 µM]	-2%
CCO[C@@H]1OC(C(=O)O)=C[C@H](c2csc3ccccc23)[C@H]1CCCO	7%	-5%	0%	-10	5%	-1.4%	2	2%	?
CCC(C)[C@H](NC(=O)N1CCn2c1nc1ccccc12)C(=O)NCc1ccc(OC)cc1 (some centres undefined)	-10%	0%	-22%	0	0%	-0.5%	1	-3%	-28%
O=c1[nH]cnc2c1nnn2Cc1ccccc1	-9%	-3%	0%	-6	-4%	0.0%	-2	6%[57.1 µM]	-7%
CCCCS(=O)(=O)c1oc(-c2ccc(F)cc2)nc1S(=O)(=O)c1ccccc1	1%	-11%	?	-4	14%	0.6%	57	-3%	?
CC1CCN(S(=O)(=O)c2ccc3nc(NCc4ccc(N(C)C)cc4)ccc3c2)CC1	5%	-3%	-7%	1	-4%	1.6%	-7	-7%[57.1 µM]	0%
CCOc1ccc2nc(SCC(=O)N3CCN(C(=O)c4ccco4)CC3)sc2c1	3%	-1%	1%	-1	5%	-1.6%	-8	7%[57.1 µM]	0%
CNS(=O)(=O)c1cn(CC(=O)N2CCN(c3cccc(Cl)c3)CC2)cc1S(=O)(=O)NC	-4%	-2%	2%	2	-4%	2.4%	2	-1%	-23%
CC1CCCC(C)N1C(=O)COC(=O)COc1ccccc1C#N (centres undefined)	0%	-3%	4%	-2	0%	3.7%	3	4%	-22%
O=C(Nc1ccc(NC(=O)c2ccccc2)c2ccccc12)c1ccccc1	-1%	-3%	-1%	-2	-3%	/	6	/	-10%
Cc1ccc(C)c(N2CCN(C(=O)CCc3nc(-c4ccccc4Cl)no3)CC2)c1	4%	-4%	0%	-4	-7%	/	0	-2%	?
Nc1nc(SCC(=O)NCCCN2CCOCC2)nc2sc3c(c12)CCC3	0%	-2%	1%	4	2%	7.2%	0	1%	-19%
Clc1ccc(C[n+]2csc3ccccc32)cc1	-7%	8%	0%	-6	0%	-0.2%	-7	-10%	-20%
CC[C@]12c3[nH]c4cc(CCC(=O)N(C)C)ccc4c3CCN1C(=O)[C@@H](CC(=O)NCc1ccco1)C[C@@H]2C(=O)N1CCN(C(=O)C2CC2)CC1	5%	-1%	0%	-3	-1%	/	-3	-3%	-1%
COC(=O)C1=CN(CCCN2CCCC2=O)C=C(C(=O)OC)C1c1cccs1	-11%	-6%	5%	-5	-4%	5.3%	0	88%[activator]	-18%
NC(CSCc1cccc(Br)c1)C(=O)O (centres undefined)	1%	-3%	8%	4	10%	-0.1%	8	4%	-23%
Cc1sc2nc(SCC(=O)NCc3cccs3)[nH]c(=O)c2c1C	4%	-5%	-11%	-4	5%	1.9%	0	1%	-15%

Results in Vif-APOBEC3G blk, Vif-APOBEC3F blk and Glioma ERSR ind, for 2 of the compounds above:
canonical_smiles | Vif-APOBEC3G blk | Vif-APOBEC3F blk | Glioma ERSR ind
Clc1ccc(C[n+]2csc3ccccc32)cc1 | 0% | -7% | 8%
CC[C@]12c3[nH]c4cc(CCC(=O)N(C)C)ccc4c3CCN1C(=O)[C@@H](CC(=O)NCc1ccco1)C[C@@H]2C(=O)N1CCN(C(=O)C2CC2)CC1 | 0% | 5% | -1%

(next part)
SMILES	Vif-APOBEC3F blk	Glioma ERSR ind	Vif-APOBEC3G blk	LDHA block	mIDH1 inhibitor	RXFP1 ag	PI4K2A inh	TrxR1 substrate	USP1 inh
O=C(NCCO)/C(=C/c1cccc([N+](=O)[O-])c1)NC(=O)c1ccco1	8%	1%	3%	-7	-7%	0.8%	-1	4%[57.1 µM]	-9%
Cc1ccc(NC(=O)c2nn(C34CC5CC(CC(C5)C3)C4)cc2[N+](=O)[O-])cc1	-1%	3%	2%	-4	-5%	0.7%	-7	1%	-4%
CCOC(=O)c1ccc(S(=O)(=O)N2CCN(CCc3ccncc3)CC2)cc1	-3%	0%	4%	-7	-8%	/	2	-9%	4%
Cc1ccc(S(=O)(=O)c2c(C(=O)c3ccccc3)cnc3cc4c(cc23)OCCO4)cc1	-1%	-5%	-7%	-2	1%	-0.2%	0	30%[57.1 µM]	-7%
Cc1ccc(C(NC(=O)C2CCN(CCOc3ccccc3)CC2)c2ccccn2)cc1 (centres undefined)	/	-1%	0%	-7	/	/	1	/	/
O=c1c(N2CCOCC2)nsnc1N1CCOCC1	-4%	-4%	-1%	22	2%	-2.3%	2	1%[57.1 µM]	-22%
O=C(CN1CCCc2ccccc21)N/N=C/c1ccc(F)cc1F	3%	0%	1%	-1	10%	1.0%	1	-4%	-11%
COc1ccc(NC(=O)Cc2cccc3ccccc23)cc1	5%	2%	0%	-10	-3%	0.1%	1	0%	-20%
Nc1ccccc1SCC1CSc2nc3ccccc3c(=O)n21 (centres undefined)	7%	-4%	6%	1	6%	-1.1%	1	2%	-6%
Nc1nc(SCc2ccc([N+](=O)[O-])cc2)nc2nc3c(cc12)CCCC3	-9%	-3%	0%	-8	-1%	1.8%	47	-10%	-10%
O=S(=O)(NCC1CCN(Cc2ccccc2)CC1)c1ccccc1C(F)(F)F	5%	-7%	0%	-3	0%	3.0%	1	-15%	-2%
COc1ccc(/C=N/NC(=S)Nc2cccc(C(=O)O)c2)cc1OC	-15%	-12%	3%	0	5%	3.0%	-3	-16%	3%
COc1ccc(/C=C2\Oc3ccccc3C2=O)cc1	0%	-10%	-7%	-6	-6%	/	-20	91%[activator]	-16%
OCCN1CCN(CCOc2cccc(Cl)c2)CC1	5%	-5%	1%	-3	3%	-0.6%	-5	8%[57.1 µM]	-17%
COC(=O)CN1C2=NCCCN2c2ccccc21	-4%	-5%	0%	-5	16%	0.6%	-6	15%[57.1 µM]	-12%
CN(NC(=O)c1c(Cl)cccc1Cl)c1cccc(Cl)n1	9%	0%	-4%	-10	2%	0.8%	5	5%	-10%
Cc1ccc(S(=O)(=O)c2cc3c(=O)n4cccc(C)c4nc3n(CC3CCCO3)c2=N)cc1C (centres undefined)	4%	-2%	2%	-7	-1%	0.5%	-12	9%	-20%
Cc1ccc(C(=O)C(C)OC(=O)CN2C(=O)NC3(CCCC3)C2=O)cc1C (centres undefined)	5%	-3%	1%	-1	2%	1.6%	2	-3%	-15%
COc1ccc(CN(C(=O)c2ccco2)c2ccc(Br)cc2)cc1OC	-5%	-3%	4%	-3	-5%	3.6%	6	5%[57.1 µM]	-8%
c1ccc2c(c1)CCc1c-2nc2ccccc2c1N1CCOCC1	-11%	-2%	-7%	1	11%	-1.2%	-6	13%	-23%
NC(=O)c1ccc(NC(=O)COC(=O)c2n[nH]c3ccccc23)cc1	?	-1%	2%	-8	3%	7.1%	-1	2%	-13%
CC1(C)Cc2cccc(OCC(=O)N3CCN(S(=O)(=O)c4ccc(F)cc4)CC3)c2O1	-2%	-4%	0%	-9	2%	2.3%	-3	7%[57.1 µM]	-10%
COc1ccc(/C=N/NC(=O)CO/N=C(\C)c2cccs2)cc1	-2%	2%	1%	0	4%	0.7%	1	-8%	-14%
CCOC(=O)c1c(N)n[nH]c1-c1ccc(OC)cc1	3%	-3%	0%	-3	-6%	-0.6%	9	4%	-15%
COc1cc(NC(=O)CSc2nnc(NC(C)C)s2)cc(OC)c1OC	-4%	2%	5%	-1	5%	0.1%	1	1%	-7%
O=C(c1nc2ccccn2c1CN1CCCC(OCc2ccccc2)C1)N1CCCC1 (centres undefined)	?	-2%	-5%	-4	3%	10%	2	2%[57.1 µM]	-17%
O=C(NCc1ccccc1)c1cccc(NS(=O)(=O)c2cccc3cccnc23)c1	4%	-4%	2%	-6	-1%	0.4%	-4	-12%	-20%
O=C(Nc1ccccc1Cl)c1ccc2nccnc2c1	10%	-2%	1%	1	-4%	-0.3%	-15	-2%	-11%
CC(C)(C)C(O)C(Cc1ccccc1Cl)n1cncn1 (centres undefined)	-1%	?	0%	-7	0%	1.0%	3	-11%	-13%
CN1CCN(C(=O)/C(C#N)=C/c2ccc(OC(F)F)cc2)CC1	-11%	3%	-2%	-5	10%	1.0%	-4	1%	-12%
Cn1c2c(c(=O)n(C)c1=O)C(c1ccc(O)cc1)Nc1ccccc1O2 (centres undefined)	3%	-4%	-3%	0	-3%	0.6%	-1	14%[57.1 µM]	-10%
Cc1nc(NC(=S)NC(=O)c2ccco2)sc1C(=O)N(C)C	1%	5%	4%	0	3%	3.1%	-1	0%	-28%

Only part of the results is shown; rates above refer to the full screens.
